# Screening data as filed in PubChem BioAssay.
# VHR inh color: VHR1 phosphatase inhibitors, primary screen, biochemical, colorimetric, HTS; recombinant VHR phosphatase, colorimetric substrate read-out; inhibition, % at 20 µM; 0.7% of 50,000 active; AID 1992, 2009; in the data active means inhibition above about 60%; further: some results filed as inactive read as strong as hits
# Target sequence (P51452 whole entry, looked up): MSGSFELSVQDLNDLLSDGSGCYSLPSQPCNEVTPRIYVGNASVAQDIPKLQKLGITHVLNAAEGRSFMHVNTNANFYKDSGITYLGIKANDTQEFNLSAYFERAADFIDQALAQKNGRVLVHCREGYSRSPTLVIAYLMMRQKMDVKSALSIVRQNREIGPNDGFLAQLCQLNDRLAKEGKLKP
# An asterisk follows results filed as active. The list is partial; the hit share may differ from the screen's.
molecule,VHR inh color
O=C(Nc1ccc(OCc2ccccc2)cc1)c1cncc(Br)c1,-7
COc1ccc(NC(=O)c2ccccc2Cl)cc1Cl,-21
CCCCOC(=O)c1cccc(NC(=O)COc2ccccc2)c1,-6
COc1c(Cl)cc(C(=O)Nc2cccc(C(F)(F)F)c2)cc1Cl,-5
COc1ccccc1/C=C1\SC(=S)N(CCC(=O)O)C1=O,-40
COc1ccccc1/C=N/n1c(C)nnc1C,-10
O=C(Cc1ccc(Cl)cc1)NCCCN1CCOCC1,-13
Cc1cccc(OCC(=O)N/N=C/c2cccc(OC(=O)c3cccc(F)c3)c2)c1,-2
O=c1[nH]c(=O)n(-c2ccccc2Cl)c(O)c1C=Nc1cccc(F)c1,-21
C=CCc1cccc2cc(C(=O)Nc3ccc(S(=O)(=O)Nc4nnc(CC)s4)cc3)c(=O)oc12,-6
O=C(NC(Cc1ccc([N+](=O)[O-])cc1)C(=O)NC1CCCC1)OCc1ccccc1 (stereo not drawn),-9
COC(=O)c1ccc(/C=C/C(=O)c2cccs2)cc1,12
COc1ccc(C(=O)NNC(=O)c2cccc(C(=O)NNC(=O)c3ccc(OC)c(OC)c3)c2)cc1OC,-9
COc1ccc(/C=C2\SC(=Nc3cccc(Cl)c3Cl)NC2=O)c(OC)c1,19
CCOC(=O)C(=CC(=CN(C)C)C=C(C(=O)OCC)C(=O)OCC)C(=O)OCC,9
CCCOc1cccc(C(=O)Nc2ccc(NC(=O)c3ccc(Cl)cc3Cl)cc2)c1,-4
COc1cc(/C=C/c2[nH]c(=O)[nH]c(=O)c2[N+](=O)[O-])cc(Br)c1O,20
CCOc1ccc(S(=O)(=O)N(CC(=O)Nc2ccc(C)cc2)c2ccc(C)cc2)cc1,-2
O=C(Nc1ccc2c(c1)OCO2)c1ccc(I)cc1,-5
O=[N+]([O-])c1ccc(N2CCCC2)c(C(F)(F)F)c1,-2
O=C(NC(=S)Nc1ccc(NC(=O)c2ccco2)cc1)c1ccc(Cl)cc1,4
Cc1cc(OCC(=O)Nc2ccccc2-c2ccccc2)ccc1Br,-6
CC1CC(N(c2ccccc2)S(=O)(=O)c2ccc(Cl)cc2)c2ccccc2N1 (stereo not drawn),-34
S=c1[nH]nc(-c2ccncc2)n1-c1ccccc1,-5
COc1ccc(S(=O)(=O)N2CCN(C3CCCCC3)CC2)cc1,3
CCC1=NC(c2ccccc2)N(O)C1(C)C (stereo not drawn),-18
COc1ccc(Cl)cc1NC(=O)c1c(-c2ccccc2)noc1C,-22
O=C(/C=C/c1cccc([N+](=O)[O-])c1)NCCc1ccccc1,3
O=C(Nc1ccc(I)cc1)C1c2ccccc2Oc2ccccc21,6
O=C1NC(=S)NC(=O)C1=Cc1ccc(Sc2ccccc2)o1,31
CC1(C)CC(=O)C/C(=N/NC(=O)c2cc3ccccc3cc2O)C1,-37
Cc1cc([N+](=O)[O-])ccc1-c1ccc(C(=O)Nc2ccc(I)cc2Cl)o1,16
N=c1c2c3c(sc2nc2n1CCCCC2)CCCC3,6
CCOc1cc(/C=C2\C(=O)NN(c3ccccc3)C2=O)cc([N+](=O)[O-])c1O,48
COc1ccc(CC(=O)Nc2cccc(-c3nc4ccccc4s3)c2)cc1OC,0
CC1CCOP(=O)(C(Nc2ccc(C(C)C)cc2)c2ccc(Br)cc2)O1 (stereo not drawn),-16
OCc1nc2ccccc2n1CCOc1ccccc1,-34
Cc1nnc(N/N=C/c2ccc([N+](=O)[O-])cc2)[nH]c1=O,-8
CC(C)c1nnc(NC(=O)CSc2nncn2C)s1,-14
O=C1C(=O)N(Cc2cccnc2)C(c2ccc3c(c2)OCO3)/C1=C(\O)c1ccccc1 (stereo not drawn),106
Cc1ccc(C)c(NC(=O)CC(C)C2CCCO2)c1 (stereo not drawn),14
O=C(COC(=O)CN1C(=O)c2ccccc2C1=O)Nc1cccc2ccccc12,12
COc1ccc(N2C(=O)NC(=O)/C(=C/c3cn(CCOc4ccccc4OC)c4ccccc34)C2=O)cc1,-15
CCOC(=O)/C(C#N)=C/C1=Cc2c(OC)c3ccccc3n2C1=O,20
CCC(C(=O)Nc1ccc(OC)cc1OC)c1ccccc1 (stereo not drawn),-2

# Brought forward from above: 5 compounds, followed by the next part.
molecule,VHR inh color
Cc1ccc(C)c(NC(=O)CC(C)C2CCCO2)c1 (stereo not drawn),14
O=C(COC(=O)CN1C(=O)c2ccccc2C1=O)Nc1cccc2ccccc12,12
COc1ccc(N2C(=O)NC(=O)/C(=C/c3cn(CCOc4ccccc4OC)c4ccccc34)C2=O)cc1,-15
CCOC(=O)/C(C#N)=C/C1=Cc2c(OC)c3ccccc3n2C1=O,20
CCC(C(=O)Nc1ccc(OC)cc1OC)c1ccccc1 (stereo not drawn),-2
CN1CCN(c2ccc([N+](=O)[O-])c(-n3nc(-c4ccc(F)cc4)c4ccccc4c3=O)c2)CC1,-25
COc1ccc(C2=C/C(=C\c3ccc([N+](=O)[O-])cc3)C(=O)O2)cc1,21
CC1=NN(C(=O)c2cccnc2)C(O)(c2ccccc2)C1 (stereo not drawn),-7
O=S(=O)(c1ccc(Cl)cc1)N1CCN(Cc2ccccc2Cl)CC1,-5
COc1cc(/C=N/Nc2nn[nH]n2)cc2c1OCO2,22
O=C(COc1cccc(Cl)c1)NCc1ccccc1,8
COc1ccc2c(c1OC)C(=O)OC2Nc1cc(C(=O)O)cc(C(=O)O)c1 (stereo not drawn),-63
CN1C(=O)C(c2ccccc2)C(=O)c2ccccc21 (stereo not drawn),-20
Cc1ccc(S(=O)(=O)/N=C2/C=C(S(=O)(=O)c3ccc(C)cc3)C(=O)c3ccccc32)cc1,7
O=C(CC1SC(=Nc2ccccc2)N(c2ccccc2)C1=O)Nc1ccccc1 (stereo not drawn),0
CC(/C=C/c1ccccc1)=N\Nc1ccc([N+](=O)[O-])cc1[N+](=O)[O-],-9
Cc1ccc(N(C)S(=O)(=O)c2ccc(Cl)cc2)cc1,-29
O=C(O)CN1C(=O)/C(=C/c2ccc(OCc3ccc(Cl)cc3Cl)cc2)SC1=S,-8
CC(=O)Nc1ccccc1NC(=O)COc1ccccc1Cl,0
COc1ccc(/C=C2\SC(=O)N(CCC(=O)O)C2=O)cc1OC,-4
CCOC(=O)c1ccc(NC(=O)CN(c2ccc(Cl)cc2C)S(=O)(=O)c2ccccc2)cc1,-11
COc1ccc(CSc2nncn2C)cc1,-13
O=C1CCCc2c1[nH]c1ccc(CN3CCCCC3)cc21,-5
CCc1ccc(C(C)NC(=O)c2ccccc2)cc1 (stereo not drawn),-9
N#Cc1c(NC(=O)CCCN2C(=O)c3ccccc3C2=O)sc2c1CCCC2,-4
O=C(CSc1nc2ccccc2[nH]1)NCc1ccccc1,-13
COc1ccc(-c2nn(CN3CCOCC3)c(=S)n2-c2ccccc2)cc1,-9
CCC12CN3CC(CC)(CN(C1)C3c1ccc([N+](=O)[O-])cc1)C2=O (stereo not drawn),-15
CCOC(=O)c1c(C)nc(-c2ccccc2)nc1NC(=O)C(C)C,9
Cc1ccccc1-c1cc(C(=O)NCCc2ccccc2)c2ccccc2n1,-7
O=C(N=Nc1c(O)[nH]c(=O)[nH]c1=O)c1cncc(Br)c1,53
COc1cc(OC)c(/C=N/Nc2ccccc2[N+](=O)[O-])cc1Br,-6
Cc1cccc(C)c1NC(=O)c1ccc(C2SCC(=O)N2Cc2ccccc2)cc1 (stereo not drawn),11
COc1ccccc1OCCSc1nc2ccccc2n1CCC(=O)O,-20
Nc1nnc(SCc2ccc([N+](=O)[O-])cc2)s1,-9
C=CCc1cccc(/C=N/n2c(C)nnc2C)c1O,2
CCOC(=O)c1ccc2[nH]c3c(c2c1)CCCCC3=O,-33
O=C(COc1ccccc1[N+](=O)[O-])N/N=C/C(Br)=C/c1ccccc1,-15
Cc1cc(/C=C2/SC(=S)NC2=O)c(C)n1-c1cccc(Cl)c1,95*
CCc1ccccc1NC(=O)C(=O)NCc1ccco1,-4
COc1cc(/C=C2\NC(=S)NC2=O)ccc1Oc1ccc([N+](=O)[O-])cn1,2
CC1SC(c2c(Cl)cccc2Cl)N(CCCN(C)C)C1=O (stereo not drawn),-27
O=C(CNS(=O)(=O)c1ccccc1)Nc1ccc(Br)cc1C(=O)c1ccccc1,-10
CCOc1ccc(S(=O)(=O)N(CC(=O)NCCCOC)c2ccc(C)cc2)cc1,2
CN(C)NC(=O)c1cccc2c1-c1ccc(I)cc1C2,-5
O=C(O)CCCC(=O)OCc1ccco1,-14
O=C1CC(N2CCN(c3ccc([N+](=O)[O-])cc3)CC2)C(=O)N1CCc1ccccc1 (stereo not drawn),-12
Cc1ccc(OCC(=O)N2CCN(c3ccccn3)CC2)cc1,-9
CC1CCc2c(sc(NC(=O)c3c(F)c(F)c(F)c(F)c3F)c2C#N)C1 (stereo not drawn),-6
O=C(CN(c1cccc([N+](=O)[O-])c1)S(=O)(=O)c1ccccc1)NCc1ccc(Cl)cc1Cl,0

# Random excerpt: 6 entries already listed.
molecule,VHR inh color
CCOc1cc(/C=C2\C(=O)NN(c3ccccc3)C2=O)cc([N+](=O)[O-])c1O,48
CC1CC(N(c2ccccc2)S(=O)(=O)c2ccc(Cl)cc2)c2ccccc2N1 (stereo not drawn),-34
O=C1CCCc2c1[nH]c1ccc(CN3CCCCC3)cc21,-5
CCC1=NC(c2ccccc2)N(O)C1(C)C (stereo not drawn),-18
COc1ccc2c(c1OC)C(=O)OC2Nc1cc(C(=O)O)cc(C(=O)O)c1 (stereo not drawn),-63
CC1CCc2c(sc(NC(=O)c3c(F)c(F)c(F)c(F)c3F)c2C#N)C1 (stereo not drawn),-6

# Following part:
molecule,VHR inh color
CCOc1cc(/C=N/n2cnnc2)ccc1OCc1ccc(F)cc1,-1
COc1ccc(/C(N)=N/OC(=O)c2cccc(Br)c2)cc1OC,-15
CCN(CC)c1ccc(NS(=O)(=O)c2cc(Cl)ccc2Cl)cc1,96
COc1ccc(C2/C(=C(\O)c3ccc(F)cc3)C(=O)C(=O)N2CCCCCC(=O)O)c(OC)c1 (stereo not drawn),5
O=C(O)c1cccc(N2C(=O)CC(Nc3ccc(N4CCOCC4)cc3)C2=O)c1 (stereo not drawn),9
O=C(C(Sc1ccccc1)c1ccccc1)N1CCCC1 (stereo not drawn),-41
COc1cccc(OC)c1OCCCOc1c(OC)cccc1OC,-15
CNCCOc1cc(C)nc(-c2ccccc2)n1,-2
COc1c(Cl)cc(C(=O)Nc2ccc(-c3nc4cc(C)ccc4o3)cc2)cc1Cl,4
COc1ccc(O)c(-c2cc(C(F)(F)F)nc(-c3ccccc3)n2)c1,-3
CCC(CC)NCc1cc(Br)ccc1OC,-6
O=C(Cc1ccccc1)N1CCN(Cc2cccnc2)CC1,-29
COc1ccc(C2=C/C(=C\c3cccc(OC(C)=O)c3)C(=O)O2)cc1,-3
CCOC(=O)c1ccc(NS(=O)(=O)c2cccs2)cc1,-9
COC(=O)C1=C(C)N(Cc2ccccc2)C(=O)/C1=C\c1cccc([N+](=O)[O-])c1,6
CCOn1c(=O)c(C)[n+]([O-])c2ccccc21,4
O=C(c1nn2c(c1Cl)NC(c1cccs1)CC2C(F)(F)F)N1CCOCC1 (stereo not drawn),-4
COc1ccc(CC(=O)NCC2(c3ccc(OC)c(OC)c3)CCCC2)cc1,-3
CC(C)c1ccc(NC(=O)c2ccc(CN3CCOCC3)cc2)cc1,0
NC(=O)c1ccccc1NC(=O)c1ccc([N+](=O)[O-])cc1,-1
COc1ccc(C(=O)CSc2ncn[nH]2)cc1[N+](=O)[O-],6
COc1ccc(C2=N/C(=C/c3ccccc3OC)C(=O)N2c2ccccc2)cc1,-10
O=C(NCCOc1ccc(Cl)cc1Cl)c1cc2ccccc2o1,3
Nc1ccc(C(=O)Nc2cccc(-c3nc4ccccc4o3)c2)cc1,-16
CCOc1ccc(Nc2cc(C)nc(-n3nc(C)cc3C)n2)cc1,-4
CCN1CCC2(CC1)CC(C)c1cccc(C)c1N2 (stereo not drawn),-8
COc1ccc(CCN2C(=O)CSC2c2ccc(Cl)c(Cl)c2)cc1OC (stereo not drawn),-31
CN(C)S(=O)(=O)N1CCN(c2c(Cl)cccc2[N+](=O)[O-])CC1,2
Cc1ccc(-c2nnc(-c3ccco3)o2)cc1,-89
O=[N+]([O-])c1ccc(N/N=C(\c2ccccc2)c2ccncc2)c([N+](=O)[O-])c1,-7
O=C1C=CC(=NS(=O)(=O)c2ccc(Cl)cc2)C=C1,26
CCc1ccc(N2CC(C(=O)Nc3cccc4ccccc34)CC2=O)cc1 (stereo not drawn),-13
CCOC(=O)c1ccc(N2COc3ccc4ccccc4c3C2)cc1,-15
COc1ccccc1C1NC(=S)NC(C)=C1C(=O)Nc1cccc(Cl)c1 (stereo not drawn),10
CCOC(=O)CSc1nnc(-c2ccncc2)n1-c1ccccc1,2
O=C(CC1S\C(=N/N=C/C=C/c2ccccc2)NC1=O)Nc1ccc(C(=O)O)cc1 (stereo not drawn),9
CCOc1ccc(/C=C2\SC(=NCc3ccccc3)N(Cc3ccccc3)C2=O)cc1,-53
COc1cccc(NC(=O)C(C)Oc2ccc(Cl)cc2Cl)c1 (stereo not drawn),0
COc1cc(/C=N/Nc2nc(N3CCOCC3)nc(N3CCOCC3)n2)cc(OC)c1,-4

# Reformatted: entries from further up.
molecule: CNCCOc1cc(C)nc(-c2ccccc2)n1
  VHR inh color: -2
molecule: CC1SC(c2c(Cl)cccc2Cl)N(CCCN(C)C)C1=O (stereo not drawn)
  VHR inh color: -27
